Source: PubChem BioAssay (Sanford-Burnham Center for Chemical Genomics)
SUMO1 PPI mod – SUMO1-SIM interaction modulation; SUMO1 binding to a labelled peptide, TR-FRET, 1 h; inhibition, % at 20 µM; 360,000 compounds, 0.33% hits; AID 602429; in the data active = inhibition above about 37%
Target sequence (P63165 whole entry, looked up): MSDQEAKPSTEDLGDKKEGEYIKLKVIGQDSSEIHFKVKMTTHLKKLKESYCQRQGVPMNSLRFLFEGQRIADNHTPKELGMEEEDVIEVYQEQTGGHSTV
STEP inh – inhibitors of human striatal-enriched phosphatase STEP | recombinant STEP, OMFP fluorogenic substrate, fluorescence | AID 588621 | 360,000 compounds, 0.25% hits | inhibition, % at 20 µM;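 active = inhibition at 20 µM, scaled per plate between control wells, above about 37%, limit read from the data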;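 note: 0% = DMSO with enzyme and substrate and 100% = substrate only without enzyme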
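Test system: STEP tyrosine phosphatase / Reagent: OMFP at 25 µM / Doses: 20 µM, 1% DMSO / Read-out: percent inhibition scaled to no-enzyme and uninhibited-enzyme controls, plate-pattern corrected / Detection: FITC-channel fluorescence of OMFP product / Medium: Bis-Tris buffer pH 6.0, 2.5 mM DTT, 0.005% Tween 20 / Schedule: 20 min at room temperature, dark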
Rpn11 block – blocks the human proteasome subunit Rpn11; O00487; human 26S proteasome, Ub4-pepOG fluorescence polarization; 20S core pre-blocked with epoxomicin; calls only at 20 µM; 360,000 compounds, 0.59% hits;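 active = inhibition at 20 µM, scaled to each plate's controls, above about 33%, limit read from the data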
Target sequence (O00487 whole entry, looked up): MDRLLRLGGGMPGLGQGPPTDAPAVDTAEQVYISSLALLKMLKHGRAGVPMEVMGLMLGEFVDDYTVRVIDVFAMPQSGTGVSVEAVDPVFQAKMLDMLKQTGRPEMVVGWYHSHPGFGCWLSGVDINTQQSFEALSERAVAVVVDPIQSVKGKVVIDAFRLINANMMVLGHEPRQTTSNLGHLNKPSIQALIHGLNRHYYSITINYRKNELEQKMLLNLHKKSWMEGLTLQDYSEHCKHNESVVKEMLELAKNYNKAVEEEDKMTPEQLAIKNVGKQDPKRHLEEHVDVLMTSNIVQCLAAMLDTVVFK
LMPTP block – LMPTP (human) inhibition | 360,000 compounds, 0.22% hits | AID 651560 | inhibition, % at 20 µM | P24666 | recombinant LMPTP-A, OMFP fluorogenic substrate, fluorescence intensity;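 active = compounds that cut the enzyme signal by at least half of the control window in the single-dose screen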;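 note: plate controls were DMSO wells with enzyme plus substrate for no effect and substrate without enzyme for full effect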
Target sequence (P24666 whole entry, looked up): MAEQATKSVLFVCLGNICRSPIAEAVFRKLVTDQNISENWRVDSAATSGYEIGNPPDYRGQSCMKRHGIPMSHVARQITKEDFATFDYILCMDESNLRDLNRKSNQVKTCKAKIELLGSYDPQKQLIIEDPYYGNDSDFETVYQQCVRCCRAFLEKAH
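material = LMPTP-A | quantity = 0.625 nM enzyme | reagent = OMFP substrate, 400 µM final | buffer or medium = Bis-Tris pH 6.0, DTT, detergent | detection = endpoint fluorescence intensity from OMFP dephosphorylation | dosing = single 20 µM dose | read-out basis = % inhibition relative to no-enzyme and uninhibited control wells | control set = no-enzyme and uninhibited controls | timing = 50 min at room temperature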
MT1-MMP act inh – blocks activation of human MT1-MMP; GFP/RFP ratio change, % at 20 µM; P50281; AID 651647; 360,000 compounds, 0.061% hits; HT1080 RFP-PRO-GFP cells, GFP/RFP ratio fluorescence, overnight; percent of plate control window, DMSO zero;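 active = GFP/RFP ratio change of at least 30% with cell ATP level not reduced by more than half and red fluorescence within 50% of control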; note: strong numbers were not always called active
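Test system: HT1080 cells expressing an RFP-PRO-GFP fluorescent reporter construct / Compound dosing: single-point 20 µM compound, 1% DMSO / Schedule: cells overnight before dosing, compound overnight, 37 °C, 5% CO2 / Evaluation: GFP/RFP fluorescence ratio / Control set: DMSO and RFP-L50D-GFP cell wells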
NadD block – NadD (S. aureus) enzyme inhibition. purified NadD enzyme, colorimetric absorbance read-out. inhibition, % at 20 µM. 360,000 compounds, 0.78% hits. AID 602399; in the data active = inhibition above about 26%; note: some compounds past the cut are filed as inactive
DNMT1 block – DNMT1 (human) enzyme inhibition; P26358; DNMT1 molecular beacon, Hinp1I cleavage, fluorescence; inhibition (reported as % activation of signal), % at 10 µM; 360,000 compounds, 0.83% hits; in the data active = inhibition above about 50%
SKN-1 block – inhibitors of C. elegans SKN-1 | C. elegans VP596 Pgst-4::GFP/RFP ratio, acrylamide-induced, 24 h | inhibition, % at 21.8 µM | 360,000 compounds, 0.49% hits | AID 624304;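 active = interference check ratio from 0.5 to 1.5 plus GFP to RFP signal ratio inhibition reaching or exceeding a fixed threshold, cut at about 30% in these data, passing the limit was not always enough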; note: some compounds called inactive have numbers as strong as hits
CendR NRP1 mod – alters CendR peptide binding to human NRP-1; inhibition, % at 25 µM; FAM-RPARPAR peptide binding to NRP-1, fluorescence polarization; O14786; AID 602438; 360,000 compounds, 0.85% hits;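 active = inhibition or corrected inhibition above about 18%, plus a signal ratio from 0.5 to 1.5, limit read from the data, passing the limit was not always enough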; note: strong numbers were not always called active
Scp1 inh – blocks human Scp-1 phosphatase activity; Q9GZU7; Recombinant Scp1, phosphopeptide, malachite green phosphate absorbance; inhibition, % at 20 µM; 340,000 compounds, 0.88% hits; AID 493091;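 active = inhibition above about 50% at 20 µM, limit read from the data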;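 note: plate controls were DMSO wells with enzyme for no effect and wells lacking enzyme for full effect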
Target sequence (Q9GZU7 76-261 limits assumed): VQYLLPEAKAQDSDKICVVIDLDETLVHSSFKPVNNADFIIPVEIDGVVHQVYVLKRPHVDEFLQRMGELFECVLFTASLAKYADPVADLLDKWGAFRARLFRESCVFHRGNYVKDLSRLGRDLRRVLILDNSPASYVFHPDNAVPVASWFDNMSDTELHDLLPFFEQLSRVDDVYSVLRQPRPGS
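System: truncated SCP-1 phosphatase (76-261aa); medium: Tris acetate buffer pH 5.5 with MgCl2 and Tween-20; incubation: 45 min room-temperature reaction, 5 min colour, 30 min stabiliser; compound: single 20 µM dose, 1% DMSO; reagent: Phosphorylated 17-residue peptide substrate; read-out: % inhibition at 20 µM; technique: colorimetric free-phosphate detection, absorbance 630 nm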
* hit, by the source's call; i = inactive; · = no result given.

Every second line gives: SUMO1 PPI mod, STEP inh, Rpn11 block, LMPTP block, MT1-MMP act inh, NadD block, DNMT1 block, SKN-1 block, CendR NRP1 mod, Scp1 inh
COc1ccc(NC(=O)c2cc3c([nH]c4ccccc43)c(C)n2)cc1
  5, 0, i, -0.5, 2, -4, -3, 9, -1, -1
O=C(c1ccc2nc3ccc(Cl)cc3c(=O)n2c1)N1CCOCC1
  -18, 1, i, 0.5, -3, -4, 3, 1, 0, -6
Cc1cc(F)ccc1-c1cc(C(=O)NC2CCCCC2)[nH]n1
  4, 2, i, -0.4, -5, 0, 0, 3, 21, ·
O=C(NCc1ccc2c(c1)OCO2)c1ccc(COc2cccc(Cl)c2)o1
  1, 1, i, 6.2, -13, -2, -7, -5, 5, -3
Cn1c(SCC(=O)N2CCc3ccccc32)nnc1-c1ccc(S(=O)(=O)N2CCCC2)cc1
  9, -3, i, 1.4, -2, 23, -2, -4, -2, 1
CCOC(=O)C1=C(C)N(C[C@@H]2CC[C@@H](Cc3ccc(-c4ccccc4)cc3)O2)C(=O)NC1c1ccc(C(F)(F)F)cc1 (some centres not stated)
  1, 0, i, 3.5, -6, 1, -7, 7, -5, -1
CCNC(=O)C1CCCN1C(=O)C(CCCN=C(N)N)NC(=O)C(CC(C)C)NC(=O)C(Cc1cn(Cc2ccccc2)cn1)NC(=O)C(Cc1ccc(O)cc1)NC(=O)C(CO)NC(=O)C(Cc1c[nH]c2ccccc12)NC(=O)C(Cc1cnc[nH]1)NC(=O)C1CCC(=O)N1 (configuration not stated)
  1, 1, i, -0.3, 3, 1, 2, -5, -1, -14
O=C(NC1=NCCS1)C1CC(=O)N(c2ccc(F)cc2)C1 (configuration not stated)
  0, -5, i, -1.0, 2, -4, 9, -18, 0, -9
O=C(Nc1cccc(Oc2ccc3c(c2)C(=O)NC3=O)c1)c1cccs1
  -3, -6, i, -8.4, 5, -4, -5, 3, -8, -7
Cn1cccc1C(C#N)c1ccccc1C#N (configuration not stated)
  1, -3, i, 0.2, 0, 0, -1, 0, 4, -6
CCOc1ccc(Nc2cc(C)nc(-n3nc(C)cc3C)n2)cc1
  21, 0, i, 0.6, 9, 8, -4, -4, -5, 1
COc1cccc(N2CCN(C(=O)c3ccc4ccccc4c3)CC2)c1
  -8, 3, i, 1.6, 4, 2, -3, 0, 8, 4
O=C(N/N=C/c1ccccc1OCc1ccccc1)c1cccs1
  3, -2, i, 3.4, 2, -6, -3, 0, -6, 0
CCC(OC(=O)c1nsc(Cl)c1Cl)C(=O)NCC1CCCO1 (configuration not stated)
  5, 2, i, -1.8, 1, -6, 0, 3, 2, -1
COc1ccccc1CNC(=O)c1oc2ccc(S(=O)(=O)N3CCCC3)cc2c1C
  3, 0, i, 0.6, -2, -2, 1, 9, -4, -11
CC1(c2nnc(-c3ccncc3)o2)CC(c2ccccc2)=NO1 (configuration not stated)
  -5, 0, i, -0.4, -1, 2, 19, 17, 7, -1
CC(C)(C)C1CCC(=NNC(=O)C(=O)NCc2ccco2)CC1 (configuration not stated)
  -1, -1, i, -1.0, -1, -4, 5, -5, 4, 4
O=c1ccn(CCOc2ccc(Cl)cc2)c(=O)[nH]1
  0, -2, i, -0.2, 0, 0, 0, -17, -5, 0
CCC(CC)c1nnc(NC(=O)CCNC(=O)c2ccccc2Cl)s1
  1, -3, i, -0.2, 4, 3, 0, 2, 11, -5
CCN1CCN(CC(O)COc2ccc3c(c2)CCC3)CC1 (configuration not stated)
  -1, 2, i, -4.8, 2, 8, 1, -13, -5, -4
COc1ccc(CN2CCC(CO)(CCOc3ccccc3)CC2)cc1C
  4, 2, i, -0.5, 6, -12, 3, 10, -8, -3
Clc1ccccc1N=C1NN=C(c2cccs2)CS1
  -9, -2, i, 1.5, -6, -6, -18, 15, -18, -5
O=C(COC(=O)c1cc(S(=O)(=O)N2CCCCC2)ccc1N1CCOCC1)c1ccccc1Cl
  -3, 3, i, 3.0, 5, -3, -4, -3, 0, ·
COC(=O)[C@H](Cc1ccccc1)NCCCn1cnc(C(=O)Nc2ccc(C)c(C)c2)n1
  1, 0, i, 1.6, 0, -2, 3, 15, -9, -4
CC(OC(=O)Nc1cccc(Cl)c1)C(=O)O (configuration not stated)
  -6, -1, i, -2.0, 1, -7, 1, 24, 9, -7
CCCC(=O)Nc1ccc2nn(-c3ccc(OC)cc3)nc2c1
  -18, -4, i, 0.1, 3, -7, -5, 10, 10, -14
CCOP(=O)(OCC)/C(C#N)=C/c1cc(OC)ccc1OC
  0, -1, i, -0.6, -1, 0, 0, -8, 10, -4
Oc1cccc(-c2nnc(-c3cccc(O)c3)nn2)c1
  -29, -3, i, 2.4, 7, -3, -6, -1, -16, -3
O=C(CSc1ccccc1)Nc1ccc2c(c1)C(=O)NC2=O
  -15, -1, i, -28, 1, -3, 0, 7, 17, -22
CCCC(=O)N(c1ccc2oc(C)c(C(C)=O)c2c1)S(=O)(=O)c1ccc(C)c([N+](=O)[O-])c1
  -3, 1, i, -0.7, -2, 1, 16, -12, 12, -10

Grouped by structure: the entries above containing two or more sulfur atoms.
Every second line gives: SUMO1 PPI mod, STEP inh, Rpn11 block, LMPTP block, MT1-MMP act inh, NadD block, DNMT1 block, SKN-1 block, CendR NRP1 mod, Scp1 inh
Cn1c(SCC(=O)N2CCc3ccccc32)nnc1-c1ccc(S(=O)(=O)N2CCCC2)cc1
  9, -3, i, 1.4, -2, 23, -2, -4, -2, 1
Clc1ccccc1N=C1NN=C(c2cccs2)CS1
  -9, -2, i, 1.5, -6, -6, -18, 15, -18, -5

Additional records:
Every second line gives: SUMO1 PPI mod, STEP inh, Rpn11 block, LMPTP block, MT1-MMP act inh, NadD block, DNMT1 block, SKN-1 block, CendR NRP1 mod, Scp1 inh
CC1=C(C(=O)Nc2ccc(C)cc2C)C(c2ccc(C)o2)NC(=S)N1 (configuration not stated)
  0, -1, i, -1.6, 5, -2, 0, 4, -1, -2
O=C(NCC1CCCCC1)c1cccnc1Cl
  1, -1, i, -0.4, -1, -1, 1, 21, 1, -8
CC(Sc1nc(NCc2ccccc2)nc(N(C)C)n1)C(=O)Nc1ccccc1 (configuration not stated)
  -4, -1, i, 5.4, -5, 5, -6, 8, -7, 5
COc1ccc(-c2nc(-c3ccc(Br)cc3)no2)c(OC)c1
  -2, 1, i, -0.2, -3, -7, 8, 13, -9, -6
Cn1ccnc1SCC(=O)c1ccc(O)cc1
  -2, 1, i, -2.0, 0, 2, 2, -1, -10, -14
Cc1ccc(S(=O)(=O)N2CCOCC2)cc1NC(=O)CN1CCN(C)CC1
  -2, -1, i, -1.9, -1, -1, -1, 0, -4, 0
COc1ccc(CCN(C)C/C=C/c2ccccc2[N+](=O)[O-])cc1OC
  -16, 3, i, -2.4, -3, -2, -3, -10, 13, -7
CC(C)[C@H](NC(=O)c1ccccc1F)C(=O)Nc1ccc(F)c(F)c1
  2, -2, i, -0.4, -1, -9, 0, -3, 1, -9
OC(c1ccc(F)c(F)c1)c1nc(-c2cccc3cccnc23)cs1 (configuration not stated)
  -18, -3, i, 1.8, 2, -1, 18, 26, -7, ·
CC(C)C(=O)NC(=S)Nc1ccc(S(=O)(=O)Nc2nccs2)cc1
  -1, -2, i, -1.4, -2, 5, -2, -13, 5, -11
O=C(CN1CCN(c2ccccn2)CC1)Nc1cccc(Br)c1
  -3, 0, i, 0.3, -1, -7, -3, -10, 2, -9
COC(=O)c1ccccc1NC(=O)CN1CCCCCC1
  1, -3, i, -1.9, 1, -3, -3, -11, -8, 6
O=C(Nc1ccc(Cl)c(Cl)c1)Nc1ccccc1NS(=O)(=O)c1cccs1
  8, 0, i, 0.5, -3, -4, -1, 16, -8, 5
CCOc1ccc(C(=O)NCC(=O)N2CCC(C)CC2)cc1OCC
  7, 5, i, 1.1, 0, -4, 4, -7, -21, -8
COC(=O)c1[nH]c2ccc(F)cc2c1NC(=O)CCN1CC(C)OC(C)C1 (configuration not stated)
  -6, 0, i, 0.7, -3, -8, -2, 8, 9, -12
CCOC(=O)[C@]12CCC=C1N(Cc1ccccc1)C(=O)[C@H](CC(=O)N1CCCCC1)C2
  4, ·, ·, -1.6, 3, -4, ·, 8, 11, ·
CCN(CC)c1ccc(C(=O)O)cc1
  0, 0, i, -1.1, -1, 6, 0, -1, -11, 1
CN(CC(=O)Nc1cccc(F)c1)CC(=O)Nc1cc(S(=O)(=O)N2CCOCC2)ccc1Cl
  1, -4, i, 2.5, 2, 0, -3, -6, 8, -5
N#Cc1ccccc1OCCOCCNC1CCCC1
  1, -3, i, -1.6, 3, 2, 4, -12, 1, -6
COC(=O)[C@]1(Cc2ccccc2)N[C@H](c2ccc(-c3ccc(F)cc3)cc2)[C@@H]2C(=O)N(C)C(=O)[C@@H]21
  -4, -1, i, 1.8, 2, 5, -11, 14, 7, -3
CC1=NN(c2nc(-c3ccc(C)cc3)cs2)C(=O)C1N=Nc1ccc2ccccc2c1 (configuration not stated)
  -20, 0, i, 2.9, 1, 44*, 4, -2, -5, 3
COc1ccc(/C=C/C(=O)Nc2ccc(S(=O)(=O)Nc3cc(C)nc(C)n3)cc2)cc1OC
  -3, -4, i, -1.3, 5, 4, 1, -13, 3, 1
CC(Oc1cccc(F)c1)c1ccnc2nc(/N=C/N(C)C)nn12 (configuration not stated)
  0, -1, i, -0.2, -1, 3, 5, 8, 11, -3
COC(=O)CNC(=O)c1c(C)cc(=O)oc1C
  -1, -1, i, -0.7, 5, 1, -2, -4, -2, 0
CCOc1ccccc1CN1CCC(N2CCOCC2)CC1
  3, -1, i, -5.7, 0, -4, 0, 1, 0, -7
COc1cccc(OC)c1CC1SC(=O)NC1=O (configuration not stated)
  4, -1, i, -1.0, 2, -1, 2, 8, -3, -4
CC(=O)NCCCNC(=S)NCCCN(Cc1ccc(Cl)cc1)c1ccc(Br)cn1
  2, 2, i, 0.0, 5, -10, 0, -10, -5, ·
COc1ccccc1-c1nc(C#N)c(N2CCC(Cc3ccccc3)CC2)o1
  -3, 5, i, 4.1, 1, 1, -5, -36, 17, -11
O=C1CS/C(=N/N=C\c2ccn[nH]2)N1
  3, 2, i, -1.1, 1, 0, -2, 16, -8, 0
COc1ccccc1CNC(=O)C1CCC(CNc2c(N3CCOCC3)c(=O)c2=O)CC1 (configuration not stated)
  2, 1, i, 0.5, 0, -3, 2, 4, -7, -5
